GLP1R inv ag: acts as inverse agonist at human GLP-1 receptor; P43220; HEK293 GLP-1R CRE-luciferase, luminescence, 24 h; GLP-1R form is constitutively active; Potency, µM (top dose mostly 38.3 µM), inactives show at the highest dose activity change, negative = inhibition, most hits filed as inhibitors; hit rate 1.6% among 410,000; AID 624417; further: potency means the concentration at half of the fitted maximal effect; on the % scale 0 is the no-effect control and ±100 the full control effect; nearly all actives have a fitted effect of over 55% in size
Target sequence (P43220 whole entry, looked up): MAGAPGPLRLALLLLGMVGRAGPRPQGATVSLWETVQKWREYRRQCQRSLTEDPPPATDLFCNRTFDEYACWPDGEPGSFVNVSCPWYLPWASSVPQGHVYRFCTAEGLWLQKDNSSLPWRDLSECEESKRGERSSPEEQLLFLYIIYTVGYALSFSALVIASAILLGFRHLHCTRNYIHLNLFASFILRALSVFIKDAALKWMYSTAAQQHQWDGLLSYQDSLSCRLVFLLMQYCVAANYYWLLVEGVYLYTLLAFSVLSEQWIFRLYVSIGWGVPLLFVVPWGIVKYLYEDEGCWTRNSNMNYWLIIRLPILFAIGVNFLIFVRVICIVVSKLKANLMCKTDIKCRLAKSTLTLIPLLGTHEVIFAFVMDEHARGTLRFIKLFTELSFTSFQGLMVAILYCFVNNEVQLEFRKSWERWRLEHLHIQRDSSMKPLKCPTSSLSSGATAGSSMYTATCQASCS
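HEK293 cells stably co-expressing constitutively active GLP-1R and a cAMP-responsive luciferase reporter were seeded in DMEM with 10% Nu serum, given compounds after 12 h, and incubated 24 h at 37 deg C. Luminescence was then read.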
aSyn rescue: inhibitors of alpha-synuclein toxicity in yeast | Potency, µM (highest dose often 46.1 µM), for inactives: at the top dose growth rescue (activation), most hits filed as activators | Yeast expressing alpha-synuclein, growth rescue, BacTiter-Glo, 24 h | hit rate 0.14% among 370,000 | AID 652106; further: potency means the concentration at half of the fitted maximal effect; % of control where 0% means no effect; nearly all actives have a fitted effect of over 65% in size
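Screening used galactose-induced yeast with toxic alpha-synuclein levels, exposed to compound for 24 hr at 30 deg C. Cell growth, read with BacTiter-Glo luminescence, gave the measured signal.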
FUS suppressor: FUS proteinopathy suppression in yeast | AID 1347120 | Potency, µM (doses to about 76.6 µM), inactives show at the top dose growth rescue (activation), most hits filed as activators | S. cerevisiae FUS-expressing, growth rescue, OD600, 24 h | hit rate 0.24% among 390,000;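 further: potency means the concentration at half of the fitted maximal effect; plate controls were DMSO vehicle for no effect and reference control for full effect; nearly all actives have a fitted effect of over 55% in size; some results filed as inactive show a strong effect at the top dose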
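Toxicity suppression screen in FUS-yeast. Cells induced with 2% galactose, starting OD 0.005, treated 24hr at 30C with compounds at multiple final concentrations; growth by OD600.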
Mm-Cpn inhibitor: blocks the Methanococcus maripaludis chaperonin Mm-Cpn. Potency, µM (doses to about 76.9 µM), for inactives: top-dose activity, negative = inhibition, usual class: inhibitors. hit rate 0.031% among 330,000. purified Mm-Cpn ATPase, ADP Transcreener TR-FRET; further: potency means the concentration at half of the fitted maximal effect; on the % scale 0 is the no-effect control and ±100 the full control effect; nearly all actives have a fitted effect of over 80% in size
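Eu-cryptate anti-ADP/ADP-d2 competition gives a ratio inversely related to ADP. Enzyme at 25 nM was pre-exposed to compound for 10 min, then given 10 uM ATP for 30 min, 37°C throughout.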
GLP1R cytotox: cytotoxicity counter-screen for GLP-1 receptor inverse agonists; HEK293 cAMP-luciferase reporter cells, luminescence, 24 h; Potency, µM (titrated, usually from 38.3 µM), without a hit: at the highest dose activity change, negative = inhibition, hits mostly inhibitors; hit rate 0.13% among 410,000;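 further: loss of luciferase light is scored as toxicity; potency means the concentration at half of the fitted maximal effect; on the % scale 0 is the no-effect control and ±100 the full control effect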
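Seeding density was 200 cells/uL; after overnight-length (12 h) culture, 23 nL compounds went on for 24 h at 37 °C. Readout used a luciferase detection reagent, luminescence taken after 12 min at room temperature.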
TDP-43 yeast inh: TDP-43 toxicity inhibition in yeast | hit rate 1.8% among 410,000 | AID 652104 | TDP-43 expressing yeast growth rescue, BacTiter-Glo, 24 h | Potency, µM (titrated, usually from 46.1 µM), for the others: at the highest dose growth rescue (activation), most hits filed as activators; further: potency means the concentration at half of the fitted maximal effect; % of control where 0% means no effect; nearly all actives have a fitted effect of over 50% in size
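Cell-based yeast growth screen: TDP-43 expression induced in galactose, inoculum OD600=0.02 after raffinose pregrowth to mid-log. Read-out BacTiter-Glo luminescence at 24 hr, 30 deg C; inhibition of toxicity seen as signal increase.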
PTHR1 ag: agonists of human PTHR1 parathyroid hormone receptor. Q03431. HEK293 GP2 PTHR1 cells, GloSensor cAMP luminescence, 1 h. Potency, µM (top dose mostly 115 µM), for the others: at the top dose activation, usual class: activators. hit rate 0.075% among 410,000. AID 743266; further: potency means the concentration at half of the fitted maximal effect; nearly all actives have a fitted effect of over 55% in size; some results filed as inactive show a strong effect at the top dose; inactives centre near -15; many of its hits are not listed in these tables
Target sequence (Q03431 whole entry, looked up): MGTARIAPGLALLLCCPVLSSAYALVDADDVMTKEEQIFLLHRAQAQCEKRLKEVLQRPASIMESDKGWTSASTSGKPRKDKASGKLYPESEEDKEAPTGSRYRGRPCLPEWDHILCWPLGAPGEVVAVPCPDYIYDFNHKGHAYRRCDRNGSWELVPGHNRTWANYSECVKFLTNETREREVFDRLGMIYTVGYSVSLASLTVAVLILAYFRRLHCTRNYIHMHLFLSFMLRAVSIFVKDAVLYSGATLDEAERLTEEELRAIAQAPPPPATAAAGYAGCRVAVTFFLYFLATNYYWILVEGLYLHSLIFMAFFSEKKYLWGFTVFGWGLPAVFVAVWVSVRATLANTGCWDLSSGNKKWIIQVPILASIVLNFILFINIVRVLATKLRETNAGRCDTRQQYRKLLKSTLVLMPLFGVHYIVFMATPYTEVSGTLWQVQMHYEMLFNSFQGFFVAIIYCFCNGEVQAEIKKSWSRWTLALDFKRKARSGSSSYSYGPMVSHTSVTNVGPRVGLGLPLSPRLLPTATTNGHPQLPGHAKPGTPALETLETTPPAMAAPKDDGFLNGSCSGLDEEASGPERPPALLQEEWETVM
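HEK-293-derived GP2 cells expressing PTHR1 and a GloSensor cAMP reporter, 3,000/well, plated overnight, given luciferin plus IBMX (each 0.5 mM as added) for 1 h at 37 °C, then compound for 1 h at 37 °C. Luminescence was read after 15 min at room temperature.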
Abeta yeast res: restores growth of yeast expressing A-beta42 peptide; Potency, µM (series often up to 46.1 µM), for inactives: at the highest dose growth rescue, actives largely listed as activators; yeast expressing A-beta42, growth rescue, OD600, 48 h; response scale: 0% DMSO, 100% iron-clioquinol control; hit rate 0.063% among 410,000; AID 1347071; further: potency means the concentration at half of the fitted maximal effect; nearly all actives have a fitted effect of over 55% in size
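Yeast A-beta toxicity model in growth medium with pinned compounds, 48 h at 30 C; growth read as absorbance at 600 nm. Normalized to FeCl3/clioquinol equimolar mix (positive) and DMSO (negative).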
Akt phos inh: inhibitors of Akt phosphorylation; hit rate 0.32% among 360,000; AID 651550; Neuro2A IGF-stimulated pAkt S473 HTRF, 20 min; active compounds read low; activity change, % for hits at 50 µM; in the data active means activity change below about -80%; inconclusive means mostly about -51% to -80%; further: on the % scale 0 is the no-effect control and ±100 the full control effect
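Neuro2A cells (4,500/well, DMEM with 0.5% FBS) were treated with compound at a single 50 µM final concentration, stimulated with 6 nM IGF for 20 min at 37 °C, and lysed. Phospho-Akt Ser473 was read by HTRF as 665/615 ratio ×10^4.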
The depositor's hits bear a star; i = inactive; ? = inconclusive; / = no result given; & = joins results of further samples; [ ] = another dose, or the depositor's remark. Unless noted, the call rests on the fitted dose curve; in most records, active means well fitted curve in the direction sought with a large enough effect; inconclusive means small, poorly fitted or top-dose-only effect, or another doubt; inactive means no such curve, though single readings can be large; an effect the other way counts as inactive or inconclusive. The list is partial; count on the stated rates, not on these rows.

smiles	GLP1R inv ag	aSyn rescue	FUS suppressor	Mm-Cpn inhibitor	GLP1R cytotox	TDP-43 yeast inh	PTHR1 ag	Abeta yeast res	Akt phos inh
CN(CCc1ccccn1)C(=O)c1cccnc1Oc1ccccc1	5%	9%	-5%	1%	-7%	19%	-24%	14%	i
Cc1cccc(Nc2nc(N)nc(CCl)n2)c1C	5µM*	-5%	15%	2%	-26%	-10%	i	-12%	i
COc1cccc(NC(=O)CSc2nc3c(sc4ccccc43)c(=O)n2CCN(C)C)c1	-7%	0%	9%	?	-1%	-12%	i	-3%	i
CCOC(=O)c1sc(NS(=O)(=O)c2ccc(F)cc2)nc1C	-2%	-1%	12%	0%	-4%	10%	-31%[inhibitor]	12%	i
COc1cccc(OC)c1C(=O)Nc1cccc(-c2ccc3nncn3n2)c1	47%[activator]	-6%	13%	-6%	2%	4%	-12%	0%	i
CC(=O)N1CC2(CC(c3ccccc3C(F)(F)F)=NO2)CN1c1ccc(Cl)cc1 (configuration not stated)	?	13µM*	?	/	1%	21%	-21%	10%	i
CC(C)CNS(=O)(=O)c1ccc(CCC(=O)Nc2cc(Cl)ccc2Oc2ccccc2)cc1	13µM*	3%	?	-2%	4%	-9%	-8%	15%	i
COc1ccc(N2C(=O)C3CCCN3C2c2cccc(C)c2)cc1 (configuration not stated)	10%	0%	-13%	1%	0%	0%	7%	-12%	i
COC(=O)C1=C(C)N(Cc2ccccc2)C(=O)N[C@H]1c1cccc(F)c1	6%	3%	-3%	/	-15%	2%	-22%	-16%	i
COc1ccc(/C=C/C(=O)O)cc1S(=O)(=O)NCc1ccco1	-4%	-1%	14%	1%	-7%	-7%	-1%	6%	i
CCOC(=O)N1CCN(S(=O)(=O)c2ccc(F)c(C(=O)Nc3cc(C)cc(C)c3)c2)CC1	-5%	3%	5%	-1%	-21%	-3%	-8%	16%	i
Cn1c2ccccc2c2cnn(CC(=O)NCCCN3CCN(c4ccccc4F)CC3)c(=O)c21	-14%&-11%	2%	-18%&1%	1%	3%&5%	2%&12%	i	-7%&-3%	i
CC1Cn2c(nc3sc4c(c3c2=O)CCC4)N1CCO (configuration not stated)	19%	7%	7%	1%	-7%	11%	-5%[57.5 µM]	-6%	i
CC(=O)c1ccc(N2CCN(C(=O)Cn3ncc4c3-c3ccccc3OC4)CC2)cc1	-6%	/	37%	/	-10%	14%	-28%	-17%	/
COC(=O)C1Sc2[nH]c(=O)sc2C2c3ccccc3OC(=O)C12 (configuration not stated)	9%	/	5%	-6%	2%	0%	0%	23%	/
CN(C)c1ncnc2c1ncn2[C@H]1CN(Cc2ccc(Cl)cc2)C[C@@H](CO)O1	3%	8%	-3%	/	2%	12%	i	-3%	i
Cc1ncc([N+](=O)[O-])n1CC(=O)Nc1ccc(F)cc1	4%	1%	-10%	0%	2%	1%	-5%	-7%	i
CCN(CC)CCCCCC(=O)Nc1ccccc1C(=O)Nc1ccccc1	-11%	-4%	-11%	3%	-5%	1%	i	3%	i
Cn1c(-c2ccc(F)cc2)cnc1NCc1ccccc1	-4%	-9%	21%	2%	-26%	20%	i	-8%	i
CCCCN(C(C)=O)C1CC(=O)N(c2ccc(OCCC)cc2)C1=O (configuration not stated)	-3%	-8%	8%	2%	13%	7%	-26%	4%	i
O=C(CSc1nnc(-c2ccccc2Br)o1)N1CCc2ccccc2C1	0%	1%	24%	1%	-2%	?	?	-20%	i
CN(C(=O)CSc1nc2c(c(=O)[nH]1)CCCC2)C1CCCCC1	-7%	0%	23%	0%	-4%	-7%	0%[57.5 µM]	8%	/
COc1cc(NC(=S)N2CCCCC2C)cc(OC)c1OC (configuration not stated)	2%	-6%	17%	-7%	-2%	-10%	-29%	-25%	i
Cc1nn(Cc2ccccc2Cl)c2sc(C(=O)NCc3ccc4c(c3)OCO4)cc12	-22%	13%	23%	-18%	-8%	8%	-14%[57.5 µM]	10%	i
O=C(O)c1cccc(NS(=O)(=O)c2cccc3nsnc23)c1	6%	-15%	?	-1%	-1%	0%	7%	6%	i
O=C(CN1C(=O)c2cccc3cccc1c23)NCc1cccnc1	-29%	-4%	1%	-1%	32%[activator]	-11%	-4%	-1%	i
NC(c1csc(Nc2ccc(C(=O)NCCO)cc2)n1)C1CCCCC1 (configuration not stated)	-15%	1%	0%	/	-6%	24%	-22%	-6%	i
Cc1cc(C)c2cc(CN(Cc3nnnn3C3CCCCC3)CC3CCCO3)c(=O)[nH]c2c1 (configuration not stated)	0%	1%	47%	0%	-24%	-38%[inhibitor]	i	-20%	i
O=S1(=O)N[C@@H](Cc2ccccc2)COc2ccc(Cl)cc21	-14%	1%	12%	/	1%	24%	-11%	-10%	i
O=C(c1cccc(S(=O)(=O)N2CCN(c3ccccc3)CC2)c1)N1CCCC(C(F)(F)F)C1 (configuration not stated)	18%	17%	3%	2%	1%	18%	-28%	-44%[inhibitor]	i

Exported with each value named: part of the list above.
CN(C(=O)CSc1nc2c(c(=O)[nH]1)CCCC2)C1CCCCC1
  GLP1R inv ag: -7%
  aSyn rescue: 0%
  FUS suppressor: 23%
  Mm-Cpn inhibitor: 0%
  GLP1R cytotox: -4%
  TDP-43 yeast inh: -7%
  PTHR1 ag: 0%[57.5 µM]
  Abeta yeast res: 8%
  Akt phos inh: /

COc1cc(NC(=S)N2CCCCC2C)cc(OC)c1OC (configuration not stated)
  GLP1R inv ag: 2%
  aSyn rescue: -6%
  FUS suppressor: 17%
  Mm-Cpn inhibitor: -7%
  GLP1R cytotox: -2%
  TDP-43 yeast inh: -10%
  PTHR1 ag: -29%
  Abeta yeast res: -25%
  Akt phos inh: i

Cc1nn(Cc2ccccc2Cl)c2sc(C(=O)NCc3ccc4c(c3)OCO4)cc12
  GLP1R inv ag: -22%
  aSyn rescue: 13%
  FUS suppressor: 23%
  Mm-Cpn inhibitor: -18%
  GLP1R cytotox: -8%
  TDP-43 yeast inh: 8%
  PTHR1 ag: -14%[57.5 µM]
  Abeta yeast res: 10%
  Akt phos inh: i

O=C(O)c1cccc(NS(=O)(=O)c2cccc3nsnc23)c1
  GLP1R inv ag: 6%
  aSyn rescue: -15%
  FUS suppressor: ?
  Mm-Cpn inhibitor: -1%
  GLP1R cytotox: -1%
  TDP-43 yeast inh: 0%
  PTHR1 ag: 7%
  Abeta yeast res: 6%
  Akt phos inh: i

Going on with the list:
smiles	GLP1R inv ag	aSyn rescue	FUS suppressor	Mm-Cpn inhibitor	GLP1R cytotox	TDP-43 yeast inh	PTHR1 ag	Abeta yeast res	Akt phos inh
COc1ccc(C(=O)N/N=C(\C)CC(=O)Nc2ccccn2)cc1OC	-8%	-1%	0%	-1%	0%	0%	-6%	-16%	i
CC(=O)/C(=N\Nc1ccccc1Cl)Sc1cccc2cccnc12	?	1%	21%	0%	?	7%	-5%	-1%	i
O=C1Nc2ccccc2/C1=C/C(=O)c1cccs1	?	-62%[inhibitor]	-4%	-2%	?	?	-18%	-94%[inhibitor]	i
Cc1c(C)c2ccc(OCC(=O)N(C)C3CCS(=O)(=O)C3)c(C)c2oc1=O (configuration not stated)	30%[activator]	-6%	15%	1%	1%	-13%	i	-20%	i
COc1cc(S(=O)(=O)Nc2ccc(C)cc2)ccc1N=Cc1c(C)c(C#N)c(=O)n(C)c1O	4%	-2%	-3%	0%	241%[activator]	8%	-28%	-17%	i
Cc1cc(C)n2cc(CSc3nnnn3-c3ccccc3C)nc2n1	28%	3%	6%	-1%	-9%	-9%	-6%	4%	i
COc1ccc(-c2ccc(CN3C(CC(C)C)C(=O)N(Cc4cn(CC5CCCCC5)nn4)CCS3(=O)=O)cc2)cc1 (configuration not stated)	10µM*	?	37%	/	-30%	5%	-40%	1%	i
CCOc1ccc(OCC)c(NC(=O)CCS(=O)(=O)c2ccc(Br)s2)c1	?	-9%	10%	4%	5%	-6%	-41%[inhibitor]	-4%	i
CCOC(=O)C1=C(c2ccc(OC)cc2)C(=O)c2ccccc2C1=O	?	2%	6%	-1%	?	?	-29%	-22%	i
CN(C)CCNc1nc(-c2ccccc2)c2c(c1C#N)CC(C)(C)OC2	-15%	-7%	-15%	-1%	7%	0%	i	-1%	i
Cn1c(SCc2cccc3ccccc23)nnc1-c1ccco1	?	0%	0%	-2%	-7%	?	-13%[57.5 µM]	-22%	i
Cc1cccc(OCc2nc(-c3ccccn3)n[nH]2)c1	?	?	-9%	/	?	?	i	?	i
CCOc1cc(C(c2c(O)nc(SC)[nH]c2=O)c2c(O)nc(SC)[nH]c2=O)ccc1O	3%	16%	16%	/	3%	-9%	-25%	-14%	i
CCOC(=O)[C@]12CCC=C1N(Cc1cccc3ccccc13)C(=O)[C@H](CC(=O)NCc1cccc3ccccc13)C2	?	5%	31%	/	3%	25%	-19%	10%	i
c1cncc(-c2nc(-c3ccc4c(c3)OCCO4)cs2)c1	14%	18%	16%	-9%	-3%	?	-28%	-13%	i
CC(NC(=O)COC(=O)c1ccc2ccccc2n1)C1CC2CCC1C2 (configuration not stated)	16%	-6%	21%	-6%	16%	15%	i	6%	i

Screening results as filed in PubChem.
